Bioassay records (PubChem)
HP1b chromo inh: HP1-beta chromodomain-methylated histone interaction inhibition; P83916; AlphaScreen HP1-beta / biotin-H3K9me3 peptide binding; Potency, µM (highest dose often 114 µM), for the others: at the top dose activity change, negative = inhibition, usual class: inhibitors; actives 0.56% (n = 390,000); further: potency means the concentration at half of the fitted maximal effect; nearly all actives have a fitted effect of over 70% in size; inactives centre near 23
Target sequence (P83916 whole entry, looked up): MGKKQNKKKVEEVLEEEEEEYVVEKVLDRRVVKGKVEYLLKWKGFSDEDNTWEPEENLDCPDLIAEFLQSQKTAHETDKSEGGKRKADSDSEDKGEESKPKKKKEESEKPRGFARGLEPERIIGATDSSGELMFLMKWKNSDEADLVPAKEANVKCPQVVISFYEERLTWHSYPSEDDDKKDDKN
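HP1-beta protein (50 nM final) preincubated 30 min at room temperature with biotinylated H3(1-18)K9me3 peptide (50 nM) in PBS pH 7.4, 0.01% Tween-20, then compound added for 30 min. AlphaScreen streptavidin donor/nickel chelate acceptor beads (10 ug/mL final), 30 min dark, luminescence read.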
TrxR1 substrate: is turned over as a substrate by rat TrxR1 | O89049 | Potency, µM (titrated, usually from 114 µM), without a hit: top-dose activity change, negative = substrate turnover | purified TrxR1 substrate turnover, NADPH consumption readout | actives 0.01% (n = 390,000); further: potency means the concentration at half of the fitted maximal effect; on the % scale 0 is the no-effect control and ±100 the full control effect; nearly all actives have a fitted effect of over 50% in size
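Rat TrxR1, dispensed at 90 nM, was prereduced with 400 uM NADPH (final) for 5 min at ~22 deg C, then incubated with compound 15 min before 400 uM selenite. A first-read NADPH fluorescence drop versus no-compound background flagged substrates.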
Pin1 inhibitor: blocks the human prolyl isomerase Pin1 | actives 0.009% (n = 390,000) | AID 504891 | Pin1 FP peptide displacement, HiFluor488, 10 min | Potency, µM (highest dose often 115 µM), for the others: at the highest dose activity, negative = inhibition, actives largely listed as inhibitors; active means well fitted inhibition curve with a large enough effect in the polarisation, with a control signal flat, not every such curve was filed as active; inconclusive means small, poorly fitted or top-dose-only effect, or effect the other way, or a change in a side signal; inactive means no such curve, though single readings can be large or run the other way; the % refers to the polarisation; further: potency means the concentration at half of the fitted maximal effect; on the % scale 0 is the no-effect control and ±100 the full control effect
Target sequence (Q13526 whole entry, looked up): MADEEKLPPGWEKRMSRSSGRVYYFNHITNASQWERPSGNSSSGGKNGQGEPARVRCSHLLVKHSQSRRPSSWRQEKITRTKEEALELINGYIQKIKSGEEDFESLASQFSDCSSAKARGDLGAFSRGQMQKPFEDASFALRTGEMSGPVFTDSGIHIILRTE
Tb PGK inh: T. brucei PGK inhibition; P07378; PGK/GAPDH coupled, Kinase-Glo luminescence, 60 min; Potency, µM (titrated, usually from 57.5 µM), for inactives: top-dose activity change, negative = inhibition, most hits filed as inhibitors; actives 0.043% (n = 380,000); AID 602233; further: potency means the concentration at half of the fitted maximal effect; on the % scale 0 is the no-effect control and ±100 the full control effect; nearly all actives have a fitted effect of over 60% in size
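Luminescent ATP detection (Kinase-Glo Plus) follows a 60-minute room-temperature incubation, with wells lacking PGK as controls. Buffer: 100 mM TEA (pH 7.6), 5 mM MgCl2, 0.01% Tween-20. Coupling enzyme GAPDH (100 nM final) supplies unstable 1,3-BPG in-well.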
rTrxR1 inhibitor: blocks rat thioredoxin reductase 1; O89049; recombinant rTrxR1, NADPH fluorescence consumption, selenite substrate; Potency, µM (top dose mostly 114 µM), inactives show at the top dose activity change, negative = inhibition, usual class: inhibitors; actives 1% (n = 390,000); AID 588453; further: potency means the concentration at half of the fitted maximal effect; on the % scale 0 is the no-effect control and ±100 the full control effect; nearly all actives have a fitted effect of over 65% in size
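Rat TrxR1 (90 nM in the dispensed reagent) was pre-reduced with 400 uM NADPH for 5 min at room temperature, then incubated with compound for 15 min. After 400 uM selenite was added, NADPH fluorescence (Ex 340/Em 450 nm) was followed for 8 min.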
GLS inhibitor: inhibitors of human glutaminase (GLS); Potency, µM (titrated, usually from 45.5 µM), for inactives: at the highest dose activity change, negative = inhibition, usual class: inhibitors; AID 624170; actives 0.21% (n = 410,000); GLS enzymatic activity, qHTS titration; further: potency means the concentration at half of the fitted maximal effect; on the % scale 0 is the no-effect control and ±100 the full control effect
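Assay buffer: 45 mM KH2PO4 pH 8.2, 0.02% Tween-20. hKGA acts on L-glutamine (1 mM solution added); product glutamate is reported by an oxidase/peroxidase Amplex Red coupling, with fluorescence taken at baseline and 30 min.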
USP1-UAF1 inh: blocks the human USP1/UAF1 deubiquitinase complex; actives 0.23% (n = 390,000); O94782; Potency, µM (series often up to 57.1 µM), without a hit: top-dose activity change, negative = inhibition, usual class: inhibitors; recombinant USP1/UAF1, Ub-Rhodamine cleavage fluorescence; further: potency means the concentration at half of the fitted maximal effect; on the % scale 0 is the no-effect control and ±100 the full control effect; nearly all actives have a fitted effect of over 60% in size; inactives centre near -12
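Step one: compound is pinned into 1nM USP1/UAF1 in HEPES pH 7.8 buffer with TCEP. Step two: 15 min room-temperature incubation. Step three: Ub-Rho (150nM final) starts cleavage, tracked by fluorescence over six one-minute reads.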
PI4K2A block: blocks human PI4K2A kinase activity | purified PI4K2A, ADP-Glo luminescence, 1 h; hits give low values | activity change, negative = inhibition, % at 76.9 µM | actives 0.13% (n = 420,000) | AID 1346378; in the data active means activity change below about -50%; inconclusive means mostly about -30% to -49%;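 further: -100% = wells without enzyme as full effect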
Target sequence (Q9BTU6 whole entry, looked up): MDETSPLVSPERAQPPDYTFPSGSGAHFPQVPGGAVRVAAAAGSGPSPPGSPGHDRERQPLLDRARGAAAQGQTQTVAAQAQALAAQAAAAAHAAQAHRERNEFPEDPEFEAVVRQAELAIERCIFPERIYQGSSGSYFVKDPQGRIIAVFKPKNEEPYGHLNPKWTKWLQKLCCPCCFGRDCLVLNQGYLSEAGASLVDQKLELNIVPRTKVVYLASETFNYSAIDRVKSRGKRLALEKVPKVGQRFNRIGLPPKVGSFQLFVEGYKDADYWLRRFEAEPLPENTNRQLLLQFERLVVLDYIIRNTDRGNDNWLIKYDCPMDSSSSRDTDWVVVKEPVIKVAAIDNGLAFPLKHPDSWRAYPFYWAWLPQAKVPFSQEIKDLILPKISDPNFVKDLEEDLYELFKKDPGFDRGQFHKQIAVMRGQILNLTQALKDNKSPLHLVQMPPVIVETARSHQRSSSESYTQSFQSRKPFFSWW
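ADP-Glo luminescence measured ADP generated by PI4K2A enzyme (4 ug/mL before mixing) with 1.2 mM PI substrate (pre-mix) and 300 microM ATP (pre-mix). Tris pH7.5 buffer with MgCl2, Triton X-100; 1 h reaction at ambient temperature.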
IDH1 R132H inh: inhibitors of human mutant IDH1 R132H; IDH1-R132H enzyme, NADPH consumption, diaphorase/resazurin fluorescence; O75874; Potency, µM (top dose mostly 76.6 µM), without a hit: at the highest dose activity change, negative = inhibition, most hits filed as inhibitors; actives 0.093% (n = 390,000); further: potency means the concentration at half of the fitted maximal effect; on the % scale 0 is the no-effect control and ±100 the full control effect; nearly all actives have a fitted effect of over 65% in size
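IDH1-R132H (0.5 ug/mL dispensed) in pH 7.5 Tris buffer was preincubated 30 min with compound, then given a substrate mix of 0.016 mM NADPH and 2 mM alpha-KG for 80 min at room temperature; remaining NADPH was read by diaphorase/resazurin fluorescence.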
Numbers without * were called inactive; i = inactive; ? = inconclusive; . = no result given; [ ] = remark or other dose. Unless noted, the call rests on the fitted dose curve; in most records, active means well fitted curve in the direction sought with a large enough effect; inconclusive means small, poorly fitted or top-dose-only effect, or another doubt; inactive means no such curve, though single readings can be large; an effect the other way counts as inactive or inconclusive. Not all compounds are listed, so the mix of outcomes need not match the whole.

Compound	IDH1 R132H inh	Tb PGK inh	TrxR1 substrate	Pin1 inhibitor	rTrxR1 inhibitor	USP1-UAF1 inh	HP1b chromo inh	GLS inhibitor	PI4K2A block
O=C(NCCc1ccccc1)c1ccc(S(=O)(=O)N2CCCC2)cc1	2.6%	i	2.5%	-8.9%	8.0%	-6.0%	37.2%	-5.7%	-9.9
COc1ccc(OC)c(S(=O)(=O)N(C)CC(=O)Nc2ccccc2OC)c1	8.7%	-1.7%	-9.3%	-0.4%	-9.9%	-13.6%	34.9%	3.7%	-13.0
CN(C)c1ccc(/C=N/NC(=O)c2ccc(Cl)cc2)cc1	6.6%	.	16.6%	-9.8%	2.0%	-14.4%	8.2%	0.7%	-2.4
CCN(CC(=O)NCc1cccs1)C(=O)CCC(=O)c1ccc(C)cc1	2.3%	-2.2%	1.2%	6.1%	10.1%	-24.8%	30.9%	0.7%	0.8
Cc1ccc(C(=O)CCC(=O)OCC(=O)Nc2nnc(-c3ccccc3)o2)cc1	1.0%	-5.2%	3.0%	-0.5%	11.2%	-12.1%	8.4%	-2.7%	-2.8
COc1cc(OC)cc(C(=O)N[C@H](C(=O)NCc2cccs2)C(C)C)c1	5.8%	-4.3%	4.4%[57.1 µM]	-1.1%	12.8%[57.1 µM]	-4.2%	29.3%	6.7%	2.8
Cc1onc(-c2c(F)cccc2Cl)c1C(=O)NC1CCSC1=O (centres undefined)	-0.5%	-0.3%	-8.4%	-10.7%	-7.6%	-17.0%	21.6%	-9.2%	3.3
CCc1cccc(NC(=O)CCCSc2nc3ccccc3[nH]2)c1	-1.2%	i	-3.3%	1.0%	-4.3%	-18.4%	11.8%	0.2%	-4.1
CCN(CC)C(=O)c1nc[nH]c1C(=O)N(C)Cc1ccccc1	21.2%	-9.1%	13.1%	-6.0%	-21.6%	?	44.1%[activator]	0.7%	-1.9
CCCCC(=O)N1CC(=O)Nc2ccc(F)cc2C1c1ccccc1 (centres undefined)	-1.3%	0.2%	2.4%	-6.2%	15.8%	-27.2%	59.2%[activator]	1.6%	6.3
COc1ccc(NCc2n[nH]c(=O)c3ccccc23)cc1	10.6%	-2.1%	-9.5%	-1.3%	-11.8%	-13.4%	23.0%	13.0%	3.8
CCOc1ccc(NC(=O)CCN2CCN(S(=O)(=O)c3cc(Cl)ccc3OC)CC2)cc1	1.2%	3.0%	7.2%[57.1 µM]	-4.8%	-2.9%	-14.7%	26.9%	2.3%	-1.5
Cc1nc2c3ccccc3nc(NNC(=O)CCC(=O)NCCN3CCN(c4ccccc4F)CC3)n2n1	2.7%	i	-0.5%[57.1 µM]	-1.4%	24.7%[57.1 µM]	-12.6%	20.2%	37.2%[activator]	-15.9
CCNCc1ccccc1OCc1ccccc1	0.0%	1.2%	2.1%	-3.9%	-3.4%	-16.2%	59.1%[activator]	2.6%	-7.3
Cc1ccc(NS(=O)(=O)c2ccccc2F)cc1S(=O)(=O)N1CCCCC1	-6.2%	-6.4%	-0.8%	-0.4%	14.7%	-20.8%	39.8%[activator]	4.1%	-4.9
CC(c1ccco1)N(C(=O)c1ccc(F)cc1)c1ccccn1 (centres undefined)	-1.2%	-6.2%	5.5%[57.1 µM]	-3.8%	6.2%[57.1 µM]	-7.7%	-1.2%	8.1%	4.5
CCCN(CC(=O)Nc1ccccc1OC)C(=O)c1cccc(S(=O)(=O)NCc2ccccc2)c1	9.4%	i	-8.4%	-7.5%	-4.5%	-21.6%	15.1%	8.1%	-4.6
COc1cccc(CC(=O)Nc2ccc(S(=O)(=O)Nc3nccs3)cc2)c1	0.8%	-0.5%	-12.3%	-0.4%	-11.9%	-12.2%	18.6%	0.1%	-2.5
CC(C)CCN1CCN(Cc2nc3c(s2)CCCC3)CC1CCO (centres undefined)	2.9%	-6.1%	-5.6%	-6.2%	0.6%[57.1 µM]	-16.7%	21.5%	2.6%	2.1
CCC(C)NC(=O)Cn1c(=O)n(-c2ccc(C)cc2)c(=O)c2ccccc21 (centres undefined)	6.5%	-6.0%	7.7%	-3.2%	11.5%	-5.0%	15.0%	4.2%	3.2

Retrieved by compound from above (two):
Compound	IDH1 R132H inh	Tb PGK inh	TrxR1 substrate	Pin1 inhibitor	rTrxR1 inhibitor	USP1-UAF1 inh	HP1b chromo inh	GLS inhibitor	PI4K2A block
CCC(C)NC(=O)Cn1c(=O)n(-c2ccc(C)cc2)c(=O)c2ccccc21 (centres undefined)	6.5%	-6.0%	7.7%	-3.2%	11.5%	-5.0%	15.0%	4.2%	3.2
CCCCC(=O)N1CC(=O)Nc2ccc(F)cc2C1c1ccccc1 (centres undefined)	-1.3%	0.2%	2.4%	-6.2%	15.8%	-27.2%	59.2%[activator]	1.6%	6.3

Next part:
Compound	IDH1 R132H inh	Tb PGK inh	TrxR1 substrate	Pin1 inhibitor	rTrxR1 inhibitor	USP1-UAF1 inh	HP1b chromo inh	GLS inhibitor	PI4K2A block
O=C(CCn1c(=O)oc2ccccc21)Nc1ccc(C(=O)O)cc1	10.7%	-1.9%	6.5%	7.2%	27.9%	-7.7%	11.2%	-1.4%	-1.8
CC1CN(S(=O)(=O)c2ccc(C(=O)Nc3sccc3C(N)=O)cc2)CC(C)O1 (centres undefined)	-3.5%	i	69.4%	-1.4%	12.0%[57.1 µM]	-2.3%	17.0%	6.4%	3.0
COc1ccc(NC(=O)CSc2nc(-c3ccc(OC)cc3)cc(=O)[nH]2)cc1	13.2%	i	17.6%	17.6%	21.9%	?	42.3%[activator]	-2.9%	-10.7
C[C@@H]1C=C(C(=O)N2CCOCC2)O[C@H](OCc2ccc(CO)cc2)C1	-0.7%[38.3 µM]	-6.9%	2.6%	-10.7%	-0.1%	-19.1%	40.3%[activator]	7.1%	-0.6
CC(C(=O)NCCC1=CCCCC1)N1C(=O)c2ccccc2C1=O (centres undefined)	2.3%	2.8%	11.1%	1.2%	16.3%	-11.8%	24.2%	-5.6%	0.6
Cc1ccc(C(=O)COC(=O)CN2C(=O)C3C4C=CC(C4)C3C2=O)cc1[N+](=O)[O-] (centres undefined)	1.6%	i	6.4%	-12.2%	21.3%	-17.1%	39.3%[activator]	3.4%	0.1
O=C(CC1Sc2ccccc2NC1=O)NNc1ccc(F)cc1 (centres undefined)	6.8%	i	-3.9%	-13.4%	0.0%	-21.0%	20.2%	3.5%	-4.6
CCOc1ccc(NC(=O)c2cc(Cl)nc3ccccc23)cc1	0.1%	-8.7%	3.3%[57.1 µM]	3.6%	4.2%	-9.7%	1.7%	1.6%	2.0
CN1CCc2c1nc1ccccc1c2N=C1CCCN1Cc1ccccc1	-7.8%	.	4.1%	-3.3%	25.8%	-15.7%	2.8%	0.7%	-5.9
CN(C)S(=O)(=O)Oc1cccc(C(=O)Nc2ccc([N+](=O)[O-])cc2)c1	-2.0%	-4.4%	-3.5%[57.1 µM]	63.6%[activator]	-2.8%[57.1 µM]	?	16.6%	-4.6%	-1.0
S=C(Nc1ccc2c(c1)OCO2)N1CCCC1	17.7%	-2.7%	6.1%	-7.8%	7.5%	-11.2%	31.9%	14.5%	7.6
CC(Sc1nncs1)C(=O)Nc1ccc(Cl)cn1 (centres undefined)	0.9%	-8.7%	-3.7%	-1.0%	-8.4%	-11.8%	6.7%	-0.5%	3.8
CCSc1ncc(Cl)c(C(=O)Nc2ccccc2C)n1	0.0%	-1.4%	9.2%	-9.3%	41.4%[activator]	-25.1%	56.2%[activator]	-1.4%	-1.5
O=C(c1cc(-c2ccc(Cl)cc2)on1)N1CCN(c2ccc(F)cc2)CC1	-3.4%	-5.0%	-6.4%	-1.0%	1.6%[57.1 µM]	-0.9%	6.9%	1.2%	-2.8
C=C(C)C1CC=C(C)/C(=N/NC(=O)CCCNc2cccc(C)c2)C1 (centres undefined)	7.4%	13.3%	-3.9%[57.1 µM]	0.1%	11.7%[57.1 µM]	-24.0%	-15.3%	-6.5%	2.5
CC1=CC(C)(C)N(C(=O)CNC2CCCCC2)c2cc(C)ccc21	3.6%	i	1.1%[57.1 µM]	0.0%	12.6%[57.1 µM]	-21.1%	?	-5.4%	6.2
O=C(CN1C(=O)CSC1=O)NCc1ccccc1	5.9%	-8.2%	9.5%	-6.6%	21.2%	-5.7%	28.3%	-0.1%	1.3
CCn1c(=O)c2cc(C(=O)NC3CCC(C)CC3)sc2c2ccccc21 (centres undefined)	-3.3%	-19.7%	11.4%	-5.1%	9.9%	?	36.2%	-10.5%	1.3
O=C(Nc1nnc(-c2ccc(Br)cc2)o1)C1=COCCO1	1.9%	-7.8%	-4.3%	1.2%	-9.6%	-10.4%	43.7%[activator]	-5.4%	6.2
Cc1ccsc1C(=O)NCc1ccccc1Cl	-0.4%	-2.2%	-7.4%	3.5%	15.3%[57.1 µM]	0.0%	6.5%	-4.7%	-2.8
CCOC(=O)c1oc2ccccc2c1NC(=O)C(C)(C)C	-9.2%	-3.3%	5.7%	4.2%	13.8%	?	57.4%[activator]	1.2%	-3.6
CCCC(=O)Nc1nnc(CC(=O)OCC)s1	6.7%	1.7%	5.4%[57.1 µM]	3.8%	4.6%[57.1 µM]	0.5%	9.1%	4.9%	-2.5
COc1ccc(Cl)cc1NC(=S)NCc1ccc(S(N)(=O)=O)cc1	-0.5%	6.1%	7.9%[57.1 µM]	-2.2%	-6.3%[57.1 µM]	-3.9%	33.7%	9.0%	9.1
